# Assay outcomes: PubChem BioAssay, The Scripps Research Institute Molecular Screening Center
# OXTR agonist: activates the human oxytocin receptor. 320,000 tested, 0.32% active. CHO-OTR cells, Fluo-8 calcium fluorescence; normalized: DMSO 0%, oxytocin 100%. activation, % at 3 µM. AID 2435. P30559;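 active = activation above the mean of all tested compounds plus 3 SD, cutoff set per screening run, cut at about 20% in these data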;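 note: peak over basal fluorescence ratio from a 100 s FLIPR kinetic read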
# CHO-K1 Ca antag: counter-screen for M1 antagonists: effect in parental CHO-K1 cells; ATP-induced calcium, Fluo-8 fluorescence; inhibition, % at 3 µM; 360,000 tested, 0.6% active; AID 602250;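 active = inhibition above a per-plate cutoff, the plate's mean sample inhibition plus 3 SD, cut at about 24% in these data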;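 note: 0% = DMSO plus EC80 ATP and 100% = DMSO alone without ATP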
# M1 PAM parental: nonselective activator or artifact in parental CHO-K1 calcium assay. ATP EC20, Fluo-8 calcium fluorescence; 0% at ATP EC20, 100% at ATP max. activation, % at 3 µM. 360,000 tested, 0.02% active;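 active = activation above the run cutoff, the mean activation of all test compounds plus 3 SD, cut at about 40% in these data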;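 note: peak over basal fluorescence ratio in a 140 s read after ATP addition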
# GPR7 antag: blocks human GPR7 receptor signaling. GPR7-expressing cells, fluorescence antagonist assay. inhibition, % at 4.4 µM. 290,000 tested, 1.1% active; in the data active = inhibition above about 16%, passing the limit was not always enough;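 note: cells stimulated with the agonist NPW; 0% = agonist with vehicle and 100% = vehicle without agonist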
# Target sequence (P48145 whole entry, looked up): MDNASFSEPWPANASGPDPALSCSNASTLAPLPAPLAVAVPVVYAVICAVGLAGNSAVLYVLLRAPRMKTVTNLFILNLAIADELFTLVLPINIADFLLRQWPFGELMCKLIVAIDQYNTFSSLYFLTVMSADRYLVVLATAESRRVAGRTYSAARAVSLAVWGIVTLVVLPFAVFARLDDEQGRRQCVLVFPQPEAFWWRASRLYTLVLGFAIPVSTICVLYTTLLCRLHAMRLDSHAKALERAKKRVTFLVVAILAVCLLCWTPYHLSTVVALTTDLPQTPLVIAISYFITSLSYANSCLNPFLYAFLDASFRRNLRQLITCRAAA
# CHO parental Ca: counter-screen: ATP calcium response change in parental CHO cells; parental CHO-K1, ATP-induced calcium, Fluo-8 fluorescence; 330,000 tested, 0.63% active; inhibition, % at 5.6 µM;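 active = inhibition above that plate's mean sample inhibition plus 3 SD, cut at about 26% in these data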;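 note: 0% = ATP-challenged DMSO wells and 100% = DMSO wells without ATP; some compounds past the cut are filed as inactive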
#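 Assay system – parental CHO cells · Reagent – ATP stimulus · Detection – intracellular calcium via Fluo-8 no-wash fluorescent dye · Evaluation – percent inhibition of ATP-evoked calcium rise, normalized to controls · Controls – ATP wells versus no-ATP DMSO wells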
# M1 ag parental: counter-screen for M1 agonists: effect in parental CHO-K1 cells; AID 602248; 360,000 tested, 0.48% active; activation, % at 3 µM; Fluo-8 calcium fluorescence; scaled to maximal ATP response, vehicle zero; in the data active = activation above about 15%;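 note: untransfected CHO-K1 host cells lacking M1 receptor as counterscreen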
# TAAR1 antag: antagonists of human TAAR1 | Q96RJ0 | AID 624466 | CHO RD-HGA16 TAAR1, Fluo-8 calcium fluorescence, antagonist | 360,000 tested, 1.5% active | inhibition, % at 3 µM;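 active = inhibition above a per-plate cutoff, the mean inhibition of test compounds on that plate plus 3 SD, cut at about 49% in these data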;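 note: 0% = DMSO plus EC80 beta-PEA response and 100% = DMSO alone without agonist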
# Target sequence (Q96RJ0 whole entry, looked up): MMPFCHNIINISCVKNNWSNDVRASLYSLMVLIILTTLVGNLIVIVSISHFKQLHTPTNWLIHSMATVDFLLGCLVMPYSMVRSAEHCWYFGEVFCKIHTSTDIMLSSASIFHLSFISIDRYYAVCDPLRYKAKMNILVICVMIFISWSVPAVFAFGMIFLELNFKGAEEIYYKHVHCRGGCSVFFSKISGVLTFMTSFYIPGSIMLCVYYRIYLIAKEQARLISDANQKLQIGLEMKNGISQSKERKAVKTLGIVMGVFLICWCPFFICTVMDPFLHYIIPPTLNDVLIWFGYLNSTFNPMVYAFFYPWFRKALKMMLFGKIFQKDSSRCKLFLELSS
#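 Assay system: RD-HGA16 CHO cells with stable hTAAR1 and Gα16 / Reagent: EC80 β-phenethylamine stimulus / Doses: 3 µM, single point / Timing: dye loading 75 min at 37 °C, then 30 min room temperature / Measured by: Fluo-8 intracellular calcium dye fluorescence, real-time kinetic reads / Controls: vehicle wells and EC80 agonist wells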
# OXTR potentiator: potentiators of human oxytocin receptor. CHO-OTR cells, Fluo-8 calcium fluorescence, potentiator mode; 0% = oxytocin EC15, 100% = EC100. AID 2445. activation, % at 3 µM. 320,000 tested, 0.061% active. P30559;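 active = activation above that plate's cutoff, the mean activation of tested compounds plus 3 SD, cut at about 6.6% in these data, passing the limit was not always enough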;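 note: 100% uses oxytocin at 75 nM as the full agonist control; some results filed as inactive read as strong as hits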
#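 Material: CHO-OTR cells, human receptor; compound dosing: single dose, 3.0 µM nominal final compound concentration; schedule: 6 min compound pre-incubation at room temperature, 100 s kinetic read; measured by: kinetic Fluo-8 calcium fluorescence; read-out basis: % activation vs EC15 and EC100 oxytocin; controls: EC15 oxytocin alone as 0%, 75 nM oxytocin as 100%; replicates: singlicate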
# V1aR counter: counter-screen for oxytocin receptor agonists: human V1a receptor agonists; CHO-V1R cells, Fluo-8 calcium fluorescence, agonist mode; 0% DMSO, 100% 3 nM vasopressin; activation, % at 3 µM; 320,000 tested, 0.25% active;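 active = activation above the mean activation of all tested compounds plus 3 SD, per screening run, cut at about 20% in these data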;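 note: signal is peak over basal fluorescence ratio across a 100 second FLIPR read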
# Target sequence (P37288 whole entry, looked up): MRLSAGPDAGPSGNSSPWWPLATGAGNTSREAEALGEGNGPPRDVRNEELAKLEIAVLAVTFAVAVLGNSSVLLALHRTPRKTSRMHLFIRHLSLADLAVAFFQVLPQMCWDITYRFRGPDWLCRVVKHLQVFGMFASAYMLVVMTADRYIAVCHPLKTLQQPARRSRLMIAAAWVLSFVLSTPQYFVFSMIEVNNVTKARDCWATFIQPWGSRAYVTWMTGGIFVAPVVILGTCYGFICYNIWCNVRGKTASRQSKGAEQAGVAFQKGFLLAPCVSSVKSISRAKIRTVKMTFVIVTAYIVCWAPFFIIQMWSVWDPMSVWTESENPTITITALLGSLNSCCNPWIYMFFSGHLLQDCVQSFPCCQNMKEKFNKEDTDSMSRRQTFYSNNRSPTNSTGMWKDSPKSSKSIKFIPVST
# * = called active by the depositor; / = not tested or not shown.
SMILES,OXTR agonist,CHO-K1 Ca antag,M1 PAM parental,GPR7 antag,CHO parental Ca,M1 ag parental,TAAR1 antag,OXTR potentiator,V1aR counter
COc1ccc(CN2CCNC(=O)C2CC(=O)NCCCC2CCCC2)c(C)c1C (stereo unspecified),0.3,4.9,-12.3,-15.1,-34.2,-0.3,-24.7,-7.5,-0.4
CC(OC(=O)c1ccc(Cl)nc1)C(=O)NCc1ccc2c(c1)OCO2 (stereo unspecified),1.2,-1.5,-19.5,/,-9.7,-0.6,1.9,-3.3,3.0
C=C(C)CN(CC)C(=O)c1ccc(OC2CCN(S(=O)(=O)N(C)C)CC2)cc1,2.2,-13.7,0.4,11.0,-5.0,4.2,1.6,-6.3,3.3
Cn1cnnc1SCC(=O)c1cccc([N+](=O)[O-])c1,0.4,3.1,-4.9,2.5,7.2,0.0,-20.3,-3.9,-0.7
CC(=O)NCc1c(Cl)cccc1-n1cccc1,-0.2,-4.7,3.4,-7.6,-3.4,0.0,12.7,-1.7,-0.4
CCOc1ccc(Nc2nc(Cl)nc(N3CCN(c4ccc(OC)cc4)CC3)n2)cc1,-1.9,-9.2,17.3,-7.5,12.2,1.5,56.5*,-7.2,-0.5
Cc1cc(C)n(Cc2ccc(Cl)c(Cl)c2)c(=O)c1S(=O)(=O)c1ccccc1,/,-11.3,18.7,-1.7,/,1.1,2.2,/,/
CCOC(=O)C1(C)CCN1C(=O)c1ccoc1 (stereo unspecified),/,-2.8,15.4,/,/,0.5,-16.1,/,/
CCC(=O)N1CCCc2cc(S(=O)(=O)N3CCCc4ccccc43)ccc21,2.9,-3.3,13.9,-3.6,-9.2,1.9,6.7,-16.9,2.7
CCCNC(=O)C1(C)CCCN(C(=O)c2sccc2C)C1 (stereo unspecified),/,-10.9,14.8,/,/,0.2,-1.2,/,/
COC(=O)Cn1c(=NC(=O)C(C)C)sc2c(C)cc(C)cc21,-1.5,29.9*,-5.7,12.2,-24.1,0.6,-7.4,-4.1,-1.2
Cc1cccc(C)c1NC(=O)CNC(=O)Cc1ccc(Br)cc1,-0.2,-16.6,13.2,0.9,-6.3,0.3,-2.3,-2.9,-0.1
Cc1ccc(F)cc1NC(=O)CN1CCN(c2ccccn2)CC1,-0.8,-11.0,0.1,1.1,-7.3,1.3,-26.4,-21.1,0.8
Oc1ccc(CNc2ccccc2O)cc1,10.3,-8.5,16.5,-1.0,-4.7,1.4,6.0,-11.0,6.5
CN(C)c1ccc(NC(=O)CN2CCC(N3CCCCC3)CC2)cc1,-0.1,-4.7,11.2,-3.8,-2.3,0.1,-13.9,-7.7,0.5
CC(C)CN1CCC(=O)N(CCC#N)CC1,0.1,-9.9,2.6,-10.0,-13.5,0.1,-2.1,4.9,1.2
COc1ccc(C(=O)NC2CC3CCCC(C2)N3CC(C)C)cc1 (stereo unspecified),-0.1,-2.8,1.5,-7.9,-2.5,-0.1,-15.8,-1.5,1.7
Cc1ccccc1-c1nnn(CC(=O)N2CCN(S(=O)(=O)c3ccc(Cl)cc3)CC2)n1,4.0,8.6,8.0,-9.2,-22.6,1.8,-2.4,-3.5,2.0
O=C(Nc1ccc(N2CCN(C(=O)c3ccc(Cl)cc3)CC2)cc1)c1cccnc1,0.0,5.0,8.1,-0.7,-8.2,4.1,24.9,-6.2,5.3
C#Cc1ccc(NC(=O)C2(C)CCN2C(=O)CC(c2ccccc2)c2ccccc2)cc1 (stereo unspecified),/,-11.0,4.4,/,/,0.6,-21.9,/,/
CCOC(=O)N1CCN(C(=O)COC(=O)c2ccc([N+](=O)[O-])cc2Cl)CC1,/,5.7,6.4,/,/,0.2,-6.9,/,/
CN(C)c1ccccc1C(=O)c1ccccc1N(C)C,-1.7,-12.8,9.2,12.7,-9.3,0.0,6.2,-9.8,-1.5
Cc1ccc(S(=O)(=O)Oc2cccc(/C=N/n3cnnc3)c2)cc1,8.7,-6.1,14.8,5.2,-2.1,7.1,5.8,-9.8,3.8
CC1=NN(C(C#N)c2ccc(F)cc2)C(c2ccccc2)C1 (stereo unspecified),-0.5,1.9,-0.9,-10.9,-5.6,0.3,-5.1,0.9,1.5
COc1cc(/C=C/C(=O)O)cc(S(=O)(=O)Nc2cccc(S(=O)(=O)N3CCOCC3)c2)c1OC,0.3,-9.4,22.7,-8.2,2.8,0.8,-8.2,-1.3,0.2
CC(C)C[C@H]1CNC(=S)N1CC1CCCN1C[C@H](Cc1ccccc1)N1C[C@H](Cc2ccc(O)cc2)N(CC2CCCCCC2)C1=S (stereo partly specified),/,-12.8,13.8,/,/,0.1,-9.9,/,/
COc1ccc(-n2c(N)cc(=O)[nH]c2=O)cc1,0.0,/,/,-12.6,-3.6,/,/,-5.0,0.7
COc1ccc(CCNC(=O)CN2C(=O)NC(c3ccccc3)(c3ccccc3)C2=O)cc1,0.9,-7.6,4.3,/,-15.6,2.2,21.7,-8.6,1.0
COc1ccc(-c2c(-c3ccc(OC)c(F)c3)c3ccccc3n2C)cc1,1.0,-13.5,8.6,/,-8.4,0.2,3.5,-5.7,-0.1
CC1=C(C(=O)N2CCCCCC2)CC(CC(=O)NCCCN(C)C)C(=O)N1Cc1ccc(C(C)(C)C)cc1 (stereo unspecified),/,-19.3,13.5,/,/,1.3,-37.8,/,/
COc1ccc(NC(=O)CCCNC(=O)Cn2cnc3sc4c(c3c2=O)CCCC4)cc1OC,0.3,0.8,-14.8,-3.6,-23.1,0.1,4.5,1.2,0.0
Cc1cc([N+](=O)[O-])ccc1NC(=O)c1cc2ccccc2o1,-2.6,-2.1,1.6,-14.2,12.6,2.6,8.7,-6.9,0.7
COc1ccc(N2CCN(c3nc(C)c(C)c(=O)[nH]3)CC2)cc1,-0.1,16.3,-22.6,-13.7,6.3,-0.5,0.9,8.9,0.6
COc1ccc(-c2ccc3nnc(SCC(=O)Nc4ccc(NC(C)=O)cc4)n3n2)cc1,0.4,-0.6,18.7,/,2.5,-0.1,3.9,-12.4,-1.1
O=C(N/N=C/CCc1ccccc1)C1CCCCC1,0.3,-11.4,16.1,-3.8,-10.8,0.3,-19.5,-8.6,0.9
COc1cc(C(=O)N2CCN(Cc3ccccc3C(F)(F)F)CC2)cc(OC)c1OC,-1.3,-23.7,24.2,-7.2,-16.2,-0.3,7.9,0.7,-0.6
CC(=O)c1cccc(NC(=O)NC(C)C2CCCO2)c1 (stereo unspecified),2.9,-4.1,14.6,5.8,-12.4,0.3,2.6,-8.8,1.0
Cc1cc(NC(=O)COn2nnc3ccc(S(C)(=O)=O)cc32)ccc1Br,9.2,11.8,-14.9,6.6,7.8,9.2,9.0,-6.7,7.7
Cc1cc(F)ccc1S(=O)(=O)N(C(=O)c1ccncc1)c1ccc(OC(=O)c2ccncc2)cc1,2.8,-3.9,9.5,-1.2,-4.7,1.9,-8.3,2.5,2.5
Cc1ccc(NC(=O)c2ccc(S(=O)(=O)N3CCCCC3)cc2)cc1,0.1,-0.3,-8.5,-11.5,-15.6,0.9,-10.6,-5.9,1.7
NC(=O)C1CCN(C(=O)c2ccc(Cl)c(NC(=O)c3cccs3)c2)CC1,/,-15.0,22.7,/,/,0.1,11.4,/,/
CCCS(=O)(=O)NC(=O)C1(C)CCN(C(=O)c2ccc(F)c(C)c2)C1 (stereo unspecified),/,-3.2,6.7,/,/,0.3,-5.7,/,/
Cc1cccc(NC(=O)c2c(C)nn(-c3ccccc3)c2Cl)c1,-2.0,-14.7,4.0,-4.4,2.5,1.1,-1.3,-12.9,-0.8
Cc1ccc(S(=O)(=O)NC(CC(C)C)C(=O)N2CC(C)OC(C)C2)cc1 (stereo unspecified),-1.3,-2.0,19.0,-9.3,-8.8,4.3,12.6,-12.0,-0.9
NS(=O)(=O)c1ccc(CCNC(=O)COC(=O)C2COc3ccccc3O2)cc1 (stereo unspecified),1.1,-5.5,4.4,/,-6.1,-0.1,-13.9,1.4,1.0
COC(=O)c1ccc2ncccc2c1,0.2,-6.2,9.4,-7.2,-11.6,0.2,1.9,-12.8,0.9
CCOc1ccc(/C(O)=C2/C(=O)C(=O)N(CC3CCCO3)C2c2ccco2)cc1 (stereo unspecified),0.0,0.2,3.7,-7.8,-19.6,0.2,-8.8,0.2,-0.9
C[C@H]1CN([C@@H](C)CO)C(=O)Cc2cc(NC(=O)CCC(F)(F)F)ccc2O[C@H]1CN(C)Cc1ccc(-c2ccccc2)cc1,1.3,4.5,-0.5,/,-9.9,2.7,20.9,-4.2,1.9
COc1ccc(Cn2c(-c3ccc(Br)cc3)c[n+]3ccccc23)cc1,-1.5,-12.4,25.0,4.3,-2.5,-0.3,-15.2,1.5,-0.1
CCOC(=O)N1CCN(S(=O)(=O)c2ccc(C(=O)N(CCCN(C)C)c3nc4c(F)cc(F)cc4s3)cc2)CC1,0.1,3.8,-2.3,/,-14.2,6.2,-7.4,3.2,-0.2
COc1cccc(NC(=O)c2ccc(S(=O)(=O)N(C)C)cc2)c1,1.2,-0.3,8.4,6.8,4.2,1.1,11.5,-3.8,1.5
CCOC(=O)Cc1csc(NS(=O)(=O)c2ccc(OC)cc2)n1,-0.3,5.9,14.9,1.0,-3.2,0.7,6.6,-13.3,0.1
NC(=O)C1CCN(C(=O)c2cccc(S(=O)(=O)N3CCc4ccccc4C3)c2)CC1,-1.5,0.7,4.1,4.2,-10.8,-0.1,-0.3,-18.3,-0.8
Cc1ccc(N2CN=c3s/c(=C\c4cccnc4)c(=O)n3C2)cc1,-0.6,-6.3,26.1,-1.8,1.7,0.1,0.8,-12.7,0.6
CC(=O)Nc1ccc(S(=O)(=O)Nc2ccccc2N2CCOCC2)cc1,3.6,8.3,-1.1,/,4.8,1.0,0.4,4.5,3.9
CN(CCCNC(=O)c1cccn2c(=O)c3ccccc3nc12)Cc1ccccc1,-0.7,-17.7,14.1,5.3,-21.4,0.2,-3.2,-5.1,-0.8

# Retrieved one by one from the entries so far, 3 records:
SMILES,OXTR agonist,CHO-K1 Ca antag,M1 PAM parental,GPR7 antag,CHO parental Ca,M1 ag parental,TAAR1 antag,OXTR potentiator,V1aR counter
COc1cccc(NC(=O)c2ccc(S(=O)(=O)N(C)C)cc2)c1,1.2,-0.3,8.4,6.8,4.2,1.1,11.5,-3.8,1.5
CC1=C(C(=O)N2CCCCCC2)CC(CC(=O)NCCCN(C)C)C(=O)N1Cc1ccc(C(C)(C)C)cc1 (stereo unspecified),/,-19.3,13.5,/,/,1.3,-37.8,/,/
CCOC(=O)N1CCN(C(=O)COC(=O)c2ccc([N+](=O)[O-])cc2Cl)CC1,/,5.7,6.4,/,/,0.2,-6.9,/,/
